Screening data: PubChem, several laboratories
PrPC TRFRET: cell surface PrPC inhibition, primary TR-FRET screen; inhibition, % at 13.8 µM; hit rate 0.43% among 370,000; AID 720596; TR-FRET read-out; P04156; in the data active = inhibition above about 24%; note: 0% = median of the test wells and 100% = reference compound wells
BoNT-F LC inh: BoNT F light chain protease inhibition | Multiplex microsphere protease cleavage assay, flow cytometry | inhibition, % at 10 µM | hit rate 0.22% among 360,000 | AID 588497; in the data active = inhibition above about 35%, passing the limit was not always enough; inconclusive = no clear call, values can overlap the other calls; note: plate controls were buffer without enzyme for full effect and enzyme alone for no effect
FadD28 binding: inhibitors of Mycobacterium tuberculosis FadD28 bisubstrate binding. AID 588549. FadD28 bisubstrate probe binding, fluorescence polarization. inhibition, % at 12.5 µM. hit rate 0.22% among 360,000; in the data active = inhibition above about 8.5%, passing the limit was not always enough; inconclusive = no clear call, values can overlap the other calls
Rv3671c inh: inhibitors of M. tuberculosis serine protease Rv3671c; P9WHR9; inhibition, % at 5.96 µM; hit rate 0.048% among 320,000; AID 2606; in the data active = inhibition above about 38%;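 note: extracellular domain of Rv3671c used as enzyme; 0% = enzyme with DMSO and 100% = no enzyme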
Target sequence (P9WHR9 whole entry, looked up, the tested form may be a part): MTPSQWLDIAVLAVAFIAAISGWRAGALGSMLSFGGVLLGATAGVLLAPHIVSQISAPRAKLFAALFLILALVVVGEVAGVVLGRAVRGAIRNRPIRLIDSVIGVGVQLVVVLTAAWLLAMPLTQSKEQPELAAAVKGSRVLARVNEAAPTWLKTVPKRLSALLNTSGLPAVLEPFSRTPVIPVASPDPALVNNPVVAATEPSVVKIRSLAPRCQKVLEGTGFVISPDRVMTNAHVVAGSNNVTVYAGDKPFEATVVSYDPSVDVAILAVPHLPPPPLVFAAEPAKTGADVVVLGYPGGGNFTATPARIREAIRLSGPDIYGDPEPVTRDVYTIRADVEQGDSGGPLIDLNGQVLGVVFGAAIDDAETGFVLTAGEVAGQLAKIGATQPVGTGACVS
MazEF act: activators of E. coli MazEF toxin-antitoxin RNase | hit rate 0.32% among 350,000 | FAM/BHQ RNA-DNA oligo cleavage fluorescence, 5 h | activation, % at 20 µM | AID 504720; in the data active = activation above about 50%
Target sequence (P0AE70 whole entry, looked up): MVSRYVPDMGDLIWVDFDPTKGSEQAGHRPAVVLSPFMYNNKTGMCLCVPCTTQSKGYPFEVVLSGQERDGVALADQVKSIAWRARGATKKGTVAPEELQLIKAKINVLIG
GDH-TPI counter: counter-screen for M. tuberculosis FBA inhibitors: GDH-TPI coupled enzymes; GDH-TPI coupled enzyme counterscreen, NADH absorbance; inhibition, % at 4.8 µM; hit rate 1.2% among 360,000; AID 588335; in the data active = inhibition above about 30%;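 note: 0% = DMSO wells and 100% = wells lacking the enzyme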
UGM FP inh: blocks M. tuberculosis UGM enzyme; AID 504406; hit rate 0.06% among 320,000; purified UGM, fluorescence polarization probe displacement; inhibition, % at 10 µM; P9WIQ1; in the data active = inhibition above about 10%, passing the limit was not always enough; inconclusive = no clear call, values can overlap the other calls
Target sequence (P9WIQ1 whole entry, looked up): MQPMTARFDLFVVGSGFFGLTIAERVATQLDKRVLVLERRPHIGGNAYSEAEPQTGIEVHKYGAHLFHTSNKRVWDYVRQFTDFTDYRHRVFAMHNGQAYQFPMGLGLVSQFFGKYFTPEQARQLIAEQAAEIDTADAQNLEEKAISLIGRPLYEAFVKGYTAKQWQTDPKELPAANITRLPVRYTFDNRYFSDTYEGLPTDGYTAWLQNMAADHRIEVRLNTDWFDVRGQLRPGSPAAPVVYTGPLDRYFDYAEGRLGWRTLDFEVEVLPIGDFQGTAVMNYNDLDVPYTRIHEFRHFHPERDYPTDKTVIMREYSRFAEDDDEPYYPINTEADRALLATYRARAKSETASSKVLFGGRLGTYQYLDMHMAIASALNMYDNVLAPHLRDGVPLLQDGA
BioA inh: inhibitors of Mycobacterium tuberculosis BioA enzyme; purified M. tuberculosis BioA enzyme, plate reader; inhibition, % at 9.99 µM; hit rate 0.096% among 360,000; in the data active = inhibition above about 40%; inconclusive = no clear call, values can overlap the other calls
FBA Mtb inh: inhibitors of M. tuberculosis fructose-bisphosphate aldolase; hit rate 2.3% among 360,000; purified M. tuberculosis FBA, fluorescence read-out; inhibition, % at 1 µM; P9WQA3; in the data active = inhibition above about 27%;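 note: 0% = vehicle and 100% = reference inhibitor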
An asterisk follows results filed as active; ? = inconclusive; nt = no result given; + = active, no number.

Screens in order – PrPC TRFRET, BoNT-F LC inh, FadD28 binding, Rv3671c inh, MazEF act, GDH-TPI counter, UGM FP inh, BioA inh, FBA Mtb inh
CCC(=O)Nc1nonc1-c1nc2ccccc2n1N(C(=O)CC)C(=O)CC
→ -4, -20, -3.1, 3, -8, 2, 2.2, -0.7, 6
Cc1ccc(N(CC(=O)NCc2ccc(F)cc2)C(=O)CCC(=O)Nc2ccccn2)cc1C
→ 2, -2, 0.5, 1, 3, -1, -1.2, -0.2, 1
Cc1nn(C)c(Oc2ccccc2)c1CCNS(=O)(=O)c1ccccc1
→ 6, 3, -1.4, -1, 3, 7, -0.3, 0.7, 0
O=C1CSC(c2ccccc2[N+](=O)[O-])N1CCc1ccccc1 (stereo unspecified)
→ 2, -2, -3.7, 3, -3, 10, -0.3, nt, 1
Oc1ccc(CCNc2c3ccccc3nc3ccccc23)cc1O
→ -14, -33, -1.0, 9, 14, 7, -1.3, 1.6, 20
COc1cc(C(N)=O)ccc1OCc1ccccc1
→ 3, -2, -4.1, -7, -3, 3, 0.1, 4.4, 1
COc1cc(NC(=O)c2cccnc2Sc2ccc(Cl)cc2)cc(OC)c1OC
→ 14, 2, -1.5, -3, -4, 5, -0.6, nt, -1
CCOC(=O)C1CCCN(C(=O)C2CCN(S(=O)(=O)CC)CC2)C1 (stereo unspecified)
→ -2, -10, -1.6, 3, -4, -4, -1.3, -1.5, -1
Clc1cccc(NC2=NCCS2)c1
→ 0, -6, -3.0, nt, 2, 2, nt, nt, -1
Cc1ccc(/C=N\NC(=O)C2CC(=O)N(c3ccccc3)C2)o1 (stereo unspecified)
→ -1, -3, -2.8, -4, 9, 13, -2.5, 1.9, 1
CC(C)c1nnc(SCC(=O)NCc2ccco2)n1C
→ 1, -3, -1.4, 1, -10, 12, -1.4, 1.0, -2
NS(=O)(=O)c1ccc(CCNC(=O)CN2C(=O)NC(c3ccccc3)(c3ccccc3)C2=O)cc1
→ 6, 1, -3.0, 4, -7, 1, 1.4, 1.9, -1
CC1(c2cccc(Br)c2)NC(=O)N(CC(=O)N2CCN(C(=O)c3ccco3)CC2)C1=O (stereo unspecified)
→ 3, -6, nt, -7, 3, 2, 0.7, -0.5, -3
COC(=O)C1=C(N)Oc2cc(C)n(C)c(=O)c2C1c1ccc(Cl)c(Cl)c1 (stereo unspecified)
→ -5, 0, 0.2, -7, 11, 17, 0.7, 0.0, 2
COc1cccc(/C=C2\SC(=S)N(CCCC(=O)N3CCCCC3CCO)C2=O)c1 (stereo unspecified)
→ 1, 7, -3.8, -12, -4, 15, 0.3, -0.9, -1
O=c1[nH]c(CSc2nnc(Cc3ccccc3)o2)nc2ccccc12
→ 2, -3, -0.6, 9, -3, 7, -1.4, -0.8, -1
CC(=O)c1ccc(-c2cccs2)s1
→ -9, 4, -2.3, 15, 14, 10, -4.1, -0.2, +
Cc1ccc(-n2ncc3c(=O)n(CC(=O)Nc4cccc(Cl)c4)cnc32)cc1C
→ -5, 1, -0.8, -5, -23, 1, -0.9, -0.5, 4
Cc1ccc(CN2C3CCCC2CC(NC(=S)NCc2ccccc2)C3)cc1 (stereo unspecified)
→ -3, -1, -1.9, -3, 6, -2, -2.6, nt, 1
COc1cc2c(cc1OC)C(c1cc3cccc(C)c3[nH]c1=O)N(C(=O)c1ccco1)CC2 (stereo unspecified)
→ 1, 5, -3.0, 5, nt, -5, 3.1, 9.6, -7

The closing three records of the part before open the next one:
Screens in order – PrPC TRFRET, BoNT-F LC inh, FadD28 binding, Rv3671c inh, MazEF act, GDH-TPI counter, UGM FP inh, BioA inh, FBA Mtb inh
Cc1ccc(-n2ncc3c(=O)n(CC(=O)Nc4cccc(Cl)c4)cnc32)cc1C
→ -5, 1, -0.8, -5, -23, 1, -0.9, -0.5, 4
Cc1ccc(CN2C3CCCC2CC(NC(=S)NCc2ccccc2)C3)cc1 (stereo unspecified)
→ -3, -1, -1.9, -3, 6, -2, -2.6, nt, 1
COc1cc2c(cc1OC)C(c1cc3cccc(C)c3[nH]c1=O)N(C(=O)c1ccco1)CC2 (stereo unspecified)
→ 1, 5, -3.0, 5, nt, -5, 3.1, 9.6, -7
CC1CCN(c2ccc3nnc(CCC(=O)Nc4cccc(F)c4)n3n2)CC1
→ 4, -3, -6.1, -1, 3, -3, 0.7, 31, 3
CN(C)S(=O)(=O)Oc1cccc(C(=O)Nc2ccccc2Cl)c1
→ 4, 0, 0.6, -6, -4, 1, 0.7, 0.8, 0
Cc1ccc(NC(=O)CSc2ccccn2)cc1S(=O)(=O)N1CCOCC1
→ -3, 2, -1.0, -3, 8, 3, 0.9, nt, 7
COc1ccc(CNC(=O)CCSCc2ccc(C)cc2)cc1
→ 1, 2, -0.6, -6, -2, 1, -2.2, nt, 2
CCc1ccc2nc(NC(=O)CN3C(=O)NC4(CCCC4)C3=O)sc2c1
→ 14, -1, -0.9, -4, 4, 1, -2.7, 0.0, 0
C=CCN1N=C(/C=C/c2ccc(C)cc2)CCC1=O
→ -12, 0, -0.6, 10, -21, 21, -1.8, -1.2, 5
O=C(N/N=C/c1cccnc1)c1cccs1
→ -9, -3, 0.2, 3, 3, 7, 2.7, nt, -2
CN(C(=O)Cn1cc(C#N)c2ccccc21)c1ccccc1
→ -8, -3, -4.4, -7, 7, -8, 0.0, nt, -3
CCCn1c(SCC(=O)c2ccc3c(c2)NC(=O)CO3)nc2ccccc21
→ 7, 0, -0.6, -18, -6, 11, -4.0, nt, -2
CC1Cc2ccccc2N1C(=O)CSc1nnc(NC(=O)Cc2cccs2)s1 (stereo unspecified)
→ 3, nt, nt, -9, 7, nt, -1.1, nt, nt
O=C(CSc1nc(=O)n(CCCN2CCOCC2)c2c1CCCC2)Nc1ccc(F)cc1F
→ -1, nt, -0.7, 6, 2, 4, 3.7, 1.4, -1
COc1cc(/C=C2/C(=O)NN(c3ccc(Cl)cc3)C2=O)cc(Br)c1O
→ 1, ?, 7.2, 3, 15, 24, 0.0, 0.5, -5
O=C(Nc1cccc(Cl)c1)Nc1ccccc1C(=O)NCc1ccco1
→ 13, 4, -1.4, -18, -9, -3, 5.5, nt, 4
Cc1ccc(S(=O)(=O)CCC(=O)OCc2nnc(-c3ccccc3Br)o2)cc1
→ -5, 3, -1.2, -9, -2, 5, -2.5, 1.0, 3
COCCN1Cc2cccc(C(=O)NCc3ccccc3OC)c2C1=O
→ 1, -12, -2.3, 0, 2, 3, 1.6, -0.2, -2
CCNC(=O)Nn1c(C)nnc1C
→ 2, 2, -3.9, -12, -1, 1, 1.0, -1.5, 3
CCOc1ccc(NC(=O)CCN2CCN(c3ccccc3F)CC2)cc1
→ -1, 7, 0.3, 4, 2, 4, 1.7, -1.3, 1
CC(=O)Oc1ccc(C(=O)Nc2cccc(C(=O)c3ccc(C)c(C)c3)c2)cc1
→ 35*, 1, -2.0, -68, 5, 5, 1.0, -0.7, -5
COc1ccc(/C=N/NC(=O)c2cccnc2)cc1CSc1nc2ccccc2s1
→ 0, 2, -2.9, -235, -1, 19, -2.7, 0.6, 2
CC(=O)Nc1c(C)cc(OCC(=O)O)cc1C
→ -2, -1, -2.3, 8, 8, -1, -2.4, -0.9, 1
CN(Cc1ccccc1)C(=O)CSc1nc2ccccc2c(=O)n1Cc1ccco1
→ 6, -12, -6.5, -7, 0, 8, 0.1, 1.6, 1
CCC(C)c1ccccc1N1CC(C(=O)Nc2ccc(N3CCOCC3)cc2)CC1=O (stereo unspecified)
→ 3, -12, 0.3, 5, 9, 4, 2.6, -8.3, -2
COc1cc(C)c(Cl)cc1S(=O)(=O)n1ccnc1
→ -3, 0, 0.1, -8, -24, -2, 1.1, nt, -2
Cc1ccc2occ(/C=N/NC(=O)c3ccncc3)c(=O)c2c1
→ 0, 0, -5.8, nt, -5, 8, -1.4, -0.1, -1
COc1ccc(C)cc1-n1nnnc1SCC(=O)NNC(=O)c1ccc([N+](=O)[O-])cc1
→ -19, -4, -3.5, 5, 1, 13, 0.1, nt, -6
O=C(COC(=O)c1ccc(F)cc1Cl)Nc1cccc(S(=O)(=O)N2CCOCC2)c1
→ 1, 3, -1.5, -10, 3, -4, nt, 1.3, 2
CCOC(=O)c1c(C)c(C(=O)NCC2CCCO2)c(C)n1C (stereo unspecified)
→ 5, -4, -2.5, 7, 9, 4, 1.4, nt, -2
COc1ccc2ccccc2c1CNC(C)CCc1ccccc1 (stereo unspecified)
→ -7, -52, -4.1, -8, 19, 0, -0.6, -0.4, 1
Cc1ccccc1C(=O)N1CCC(C(=O)Nc2ccc3c(c2)OCCO3)CC1
→ 3, 3, 0.8, 10, 4, 8, -4.8, 0.3, 0
COCCCn1c(C(=O)Nc2ccc3c(c2)OCO3)cc2c(=O)n3cccc(C)c3nc21
→ -4, 2, 0.0, nt, -10, 12, nt, -1.7, 2
O=C(O)C1CCCN1S(=O)(=O)c1cccc2nsnc12 (stereo unspecified)
→ -14, -8, -1.0, -2, -3, 2, -0.3, nt, 5
Cc1cccc(Cl)c1NC(=S)NN
→ 9, -3, -1.0, -1, -20, 2, -0.6, nt, 0
CCc1nc(Nc2cccc(O)c2)c2oc3ccccc3c2n1
→ nt, -17, -1.5, nt, 5, 31*, 2.4, nt, 4
Cc1ccc(S(=O)(=O)c2cn(Cc3ccc(F)cc3)c3cc4c(cc3c2=O)OCO4)cc1
→ 2, 0, -0.6, -19, 3, 10, -2.2, nt, 3
O=C(c1cc(C2CCCCN2S(=O)(=O)c2cccs2)on1)N1CCOCC1 (stereo unspecified)
→ -2, -4, -1.4, nt, nt, -1, nt, -1.3, -3
Cc1cccc(NC(=O)CSc2cn[nH]n2)c1
→ 9, 4, -3.7, -12, 12, -6, -0.8, nt, 2
CN(C)[C@@H](CO)c1nnc([C@H](CC(=O)O)NC(=O)C2CCNCC2)o1
→ -2, -6, -1.6, -1, 8, -3, 0.6, 0.8, 2
CC1CCCN(C(=O)COC(=O)CNS(=O)(=O)c2ccc3ccccc3c2)C1 (stereo unspecified)
→ 3, nt, -0.6, -9, -1, -1, 1.5, 1.0, 0
CC1CCCC(C)N1C(=O)CSc1nnnn1-c1cccc2c1CCCC2 (stereo unspecified)
→ 6, -7, -3.2, 1, 1, 15, -0.5, 1.3, 0
COc1ccc(Nc2oc(-c3ccc(OC)cc3)nc2C#N)cc1
→ -3, ?, -2.5, 7, 2, -2, -1.0, nt, 0

Exported with bars between the fields: two of the compounds above.
canonical_smiles | PrPC TRFRET | BoNT-F LC inh | FadD28 binding | Rv3671c inh | MazEF act | GDH-TPI counter | UGM FP inh | BioA inh | FBA Mtb inh
Cc1cccc(NC(=O)CSc2cn[nH]n2)c1 | 9 | 4 | -3.7 | -12 | 12 | -6 | -0.8 | nt | 2
COc1ccc(C)cc1-n1nnnc1SCC(=O)NNC(=O)c1ccc([N+](=O)[O-])cc1 | -19 | -4 | -3.5 | 5 | 1 | 13 | 0.1 | nt | -6
